# KOR beta-arrestin-1 – KOR antagonists, beta-arrestin recruitment, cell-based, luminescence, uHTS (AID 1778); Kappa-type opioid receptor (Homo sapiens); KOR beta-arrestin recruitment, luminescence, antagonist mode; higher % means a stronger effect; inhibition, % at 10 µM; hits with a dose series show IC50 in µM; hit rate 0.091% among 290,000; in the data active = inhibition above about 50%; also: strong numbers were not always called active
# GPR55 LPI antagonism – GPR55 antagonists blocking LPI-driven arrestin recruitment, primary screen, imaging, U2OS, beta-arrestin-GFP, LPI agonist (AID 2013). G-protein coupled receptor 55 (Homo sapiens). U2OS GPR55 beta-arrestin-GFP translocation imaging, LPI antagonism; higher % means a stronger effect. inhibition, % at 10 µM, or IC50 in µM where a hit was titrated. hit rate 0.13% among 290,000;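 active = spots per cell inhibited over 60%, with over 100 cells counted and total cytoplasm intensity under 500,000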;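 also: U2OS cells stably carrying GPR55 and arrestin-GFP stimulated by 5 µM LPI near EC80; imaged beta-arrestin-GFP aggregate spots per cell after agonist stimulation; plate controls were LPI-stimulated DMSO wells for no effect and DMSO wells without LPI for full effect; some results filed as inactive read as strong as hits; confirmed hits need IC50 under 10 µM and bright autofluorescent wells are also inconclusive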
# Salmonella PhoP GFP – inhibitors of PhoP regulon expression, primary screen, Salmonella Typhimurium, GFP reporter (AID 1863) | inhibition, % at 50 µM, or IC50 in µM where a hit was titrated | S. Typhimurium PhoP-regulated promoter GFP reporter, 4 h; higher % means a stronger effect | hit rate 0.16% among 300,000;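 active = inhibition over 29.93%, a cutoff 3 SD above the screen mean, later confirmed by dose response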;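 also: 0% = low Mg2+ inducing control and 100% = high Mg2+ repressing control; strong numbers were not always called active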
# GPR55 beta-arrestin – GPR55 agonists via beta-arrestin recruitment, primary screen, imaging, U2OS cells, beta-arrestin-GFP redistribution (AID 1961); G-protein coupled receptor 55 (Homo sapiens); U2OS GPR55 beta-arrestin-GFP redistribution imaging; higher % means a stronger effect; activation, % at 10 µM, or EC50 in µM where a hit was titrated; hit rate 0.048% among 290,000;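 active = activation above 40% with more than 50 cells counted in the well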;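 also: U2OS osteosarcoma cells stably expressing GPR55 and beta-arrestin-GFP; plate controls were DMSO negative control for no effect and LPI positive control for full effect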
# West Nile antiviral – West Nile virus antiviral activity, cell-based, CPE readout (AID 1621). West Nile virus-infected cells, CPE inhibition; higher % means a stronger effect. one-dose CPE inhibition, % at 10 µM; IC50 in µM for titrated hits. hit rate 0.02% among 290,000; in the data active = a potency from the dose series; also: strong numbers were not always called active
# KOR beta-arrestin-2 – KOR agonists, beta-arrestin recruitment, primary screen, cell-based, luminescence, uHTS (AID 1777). KOR beta-arrestin recruitment, luminescence; higher % means a stronger effect. one-dose activation, % at 10 µM; EC50 in µM for titrated hits. hit rate 0.02% among 280,000; in the data active = activation above about 50%, passing the limit was not always enough; also: a part of the inactive calls stands beside numbers as strong as those of hits
# NTR1 agonist – agonists of NTR1, primary screen, imaging, U2OS cells, beta-arrestin-GFP, high content (AID 493036); Neurotensin receptor type 1 (Homo sapiens), P30989; NTR1-U2OS beta-arrestin-GFP spot imaging, agonist mode; activation, % at 20 µM; hit rate 0.17% among 330,000;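 active = activation at or above 40% of the spot to cytoplasm intensity ratio, with at least 20 cells analyzed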;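 also: 0% = DMSO without peptide and 100% = 100 nM NTR1 peptide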
# Target sequence (P30989 whole entry, looked up): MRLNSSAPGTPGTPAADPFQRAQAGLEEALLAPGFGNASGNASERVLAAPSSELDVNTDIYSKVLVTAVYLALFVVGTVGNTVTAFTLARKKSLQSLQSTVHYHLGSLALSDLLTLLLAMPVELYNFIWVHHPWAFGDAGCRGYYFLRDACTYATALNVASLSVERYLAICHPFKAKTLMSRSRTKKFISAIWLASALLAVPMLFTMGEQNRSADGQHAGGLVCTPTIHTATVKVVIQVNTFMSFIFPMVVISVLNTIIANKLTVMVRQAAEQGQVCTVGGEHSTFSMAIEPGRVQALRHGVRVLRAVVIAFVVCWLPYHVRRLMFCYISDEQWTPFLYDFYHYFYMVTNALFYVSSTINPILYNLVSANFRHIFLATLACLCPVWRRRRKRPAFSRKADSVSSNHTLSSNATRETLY
# T cell HTS – modulators of CD8 T cell-vesicle binding, primary screen, mouse 2C CD8+ T cells, flow cytometry; AID 2052, 2009; hit rate 0.068% among 330,000; 2C CD8+ T cell-vesicle binding; hits give low values; calls only at 7 µM;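 active = response, share of CD8 T cells binding vesicles, and their 90th percentile fluorescence all below set limits, cut at about 80% in these data, passing the limit was not always enough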
#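 Test system: purified 2C TCR transgenic mouse naive CD8+ T cells. Probe or stimulus: QL9-peptide-loaded Drosophila micro-vesicles bearing Ld, ICAM-1 and B7-1. Incubation: binding step 1.5 h, 37 °C, antibody labelling 20 min, ice. Measured by: flow cytometry of vesicle-bound cells.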
# GPR35 antagonists – GPR35 antagonists blocking zaprinast-driven arrestin recruitment, primary screen, imaging, U2OS, beta-arrestin-GFP, zaprinast agonist (AID 2058). G-protein coupled receptor 35 (Homo sapiens). U2OS GPR35 beta-arrestin-GFP translocation imaging, zaprinast antagonism; higher % means a stronger effect. one-dose inhibition, % at 10 µM; IC50 in µM for titrated hits. hit rate 0.052% among 290,000;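 active = inhibition of at least 50% with at least 30 cells and total cytoplasm GFP at most 10,000,000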
# T cell HTS vesicle-bound % – also measured in T cell HTS; calls as there; double positive events, %; measured here: CD8+ vesicle-bound cell fraction;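 binding gate set so that unloaded-vesicle control wells show 10% double positive cells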
# NTR1 agonist cell count 20 µM – further read-out of NTR1 agonist, marked with its call; cell count; measured here: cell count, cytotoxicity flag
# Numbers without * were called inactive; i = inactive; . = not tested or not shown; [ ] = another dose, or the depositor's remark.
SMILES,KOR beta-arrestin-1,GPR55 LPI antagonism,Salmonella PhoP GFP,GPR55 beta-arrestin,West Nile antiviral,KOR beta-arrestin-2,NTR1 agonist,NTR1 agonist cell count 20 µM,T cell HTS,T cell HTS vesicle-bound %,GPR35 antagonists
Cc1c(NC(=O)CN2C(=O)C3C4C=CC(C4)C3C2=O)c(=O)n(-c2ccccc2)n1C (stereo unspecified),6%,16%,-4%,-2.3%,-0.2%,3.3%,-1.2,46,i,37,7%
CC(=O)N1CCOc2ccc(S(=O)(=O)NCCc3ccc(Cl)cc3)cc21,-41%,1%,4%,-0.1%,-0.5%,8.7%,0.9,53,i,21,0%
CCCNC(=O)c1nn2cc(Br)cnc2c1Cl,7%,7%,5%,0.1%,-0.1%,-4.8%,-1.9,20,i,15,0%
CC1CCCN(C(=O)CN(C)S(=O)(=O)c2ccc3c(c2)c(=O)n(C)c(=O)n3C)C1 (stereo unspecified),-10%,0%,5%,-0.2%,-0.6%,4.7%,1.5,61,i,0,12%
CC1CCCC(C)N1C(=O)COC(=O)CCc1nc2ccccc2c(=O)[nH]1 (stereo unspecified),-48%,5%,0%,-0.2%,-0.2%,3.9%,-0.5,74,i,60,-12%
O=C(/C=C/c1ccccc1)Nc1ncn[nH]1,-13%,-5%,-10%,0.3%,-0.3%,0.0%,0.3,86,i,11,18%
Cc1cc2oc(=O)cc(CN3CCN(Cc4ccccc4)CC3)c2cc1Cl,-12%,2%,5%,-0.1%,-1.5%,3.3%,4.1,63,i,44,2%
Cc1c(C#N)c(O)[nH]c(=O)c1N=Nc1ccc(S(N)(=O)=O)cc1,-12%,-6%,-2%,-0.1%,0.2%,3.5%,0.6,46,i,11,3%
COc1ccc(OC)c(NC(=O)CSc2nn3c(=O)c(C)nnc3s2)c1,-7%,8%,-6%,-0.1%,0.1%,3.2%,-0.3,110,i,64,4%
O=C(O)c1cc(-c2c[nH]c3ccccc23)nc2cc3ccccc3cc12,-21%,1%,-10%,-0.3%,0.4%,7.7%,2.7,50,i,35,16%
COc1cccc2oc3cc(C#Cc4ccccn4)ccc3c(=O)c12,-17%[20 µM],8%,4%,-0.3%,-0.3%,1.8%,2.3,64,i,18,6%
CCN(c1cccc(C)c1)S(=O)(=O)c1ccc2c(c1)CCCN2C(C)=O,-19%,1%,-8%,-0.2%,0.5%,-0.2%,0.5,55,i,21,-5%
N/C(=N\OC(=O)COc1ccc(Cl)cc1Br)c1cccnc1,40%,-2%,-2%,-0.4%,-0.5%,-2.1%,8.4,45,i,51,-6%
CC(C)Oc1ccc(C(=O)NC2CCCCC2)cc1,-4%,11%,-6%,-0.1%,-0.3%,0.2%,0.0,48,i,29,-6%
Cc1nnc(NC(=O)C(C)Oc2ccc3c(C)cc(=O)oc3c2)s1 (stereo unspecified),-12%,-9%,-9%,0.1%,-0.3%,3.1%,-0.9,49,i,50,2%
CC(=O)N(CC(=O)Nc1nn(-c2ccccc2)nc1C(N)=O)Cc1ccccc1,4%,19%,0%,0.0%,0.3%,-3.7%,-1.1,70,i,51,2%
COc1ccc(CCC(C)NCc2ccc(Cl)c(Cl)c2)cc1 (stereo unspecified),9%,-33%,1%,1.8%,-1.2%,-1.6%,3.0,70,i,63,0%
CCCCc1[nH]c(=O)c(C#N)c2c1CSC(C)(C)C2,-20%,10%,0%,0.2%,0.1%,-5.8%,-0.2,57,i,46,10%
COC(=O)C1SCC2C(=O)N(Cc3ccc(Cl)c(Cl)c3)CC(=O)N21 (stereo unspecified),-44%,12%,4%,-0.2%,1.8%,0.5%,-1.4,89,i,50,-6%
COc1cc(NS(=O)(=O)c2ccc(N/C=C(\C#N)c3nc4cc(Cl)ccc4o3)cc2)nc(OC)n1,-4%,50%,-9%,0.0%,-0.1%,-2.5%,3.0,39,i,48,-16%
CS(=O)(=O)N1N=C(c2cccs2)CC1c1ccccc1O (stereo unspecified),-22%[20 µM],4%,-10%,-0.1%,-0.6%,.,-0.1,40,i,56,13%
CC1(C)CC(=O)C=C(c2ccc3[nH]ccc3c2)C1,.,.,-2%,.,-0.4%,.,-0.5,99,i,36,.
Cc1ccc(C2SCCN2C(=O)c2ccc([N+](=O)[O-])cc2)cc1 (stereo unspecified),12%,17%,-9%,0.1%,-0.9%,0.7%,2.1,81,i,20,12%
CCOC(=O)C(Oc1ccc2c(-c3ccccc3)cc(=O)oc2c1C)c1ccccc1 (stereo unspecified),-1%,9%,-5%,-0.1%,-0.8%,-2.7%,4.5,77,i,9,-4%
COc1ccc(CCNc2oc(-c3ccc(OC)c(OC)c3)nc2C#N)cc1,-10%,-10%,-4%,0.3%,-0.2%,-5.2%,4.5,80,i,29,9%
CC(=O)c1c(C)[nH]c(C(=O)OCC(=O)Nc2cc(C(F)(F)F)ccc2N2CCOCC2)c1C,2%,-5%,-7%,-0.2%,-0.2%,2.4%,-0.8,37,i,37,6%
CC(=O)Nc1ccc(S(=O)(=O)NNC(=O)COc2cccc(C)c2)cc1,29%,17%,-1%,0.2%,0.4%,-2.5%,1.4,64,i,59,1%
CCN(C(=O)c1cccnc1)c1ccccc1,14%,-7%,8%,-0.2%,0.4%,2.4%,-1.8,81,i,45,-6%
CCOC(=O)c1c(C)[nH]sc1=S,1%,0%,-9%,0.2%,.,0.1%,-0.3,60,.,.,-16%
CCOc1ccc(S(=O)(=O)n2cnc3cc(C)c(C)cc32)cc1,-21%,-6%,0%,-0.3%,-0.1%,-1.0%,1.8,39,i,20,-2%
O=C(NC(=S)Nc1cccc2ncccc12)c1cccs1,-9%,3%,1%,0.3%,-0.2%,-2.2%,2.3,40,i,6,2%
Cc1cc(C(=O)CSc2nc3ccccc3n2CCC#N)c(C)n1Cc1cccs1,-2%,5%,19%,-0.1%,-1.1%,1.3%,1.5,78,i,28,2%
CCC(Sc1nnnn1-c1ccccc1)C(=O)NC(C)c1ccccc1 (stereo unspecified),20%,-1%,-5%,0.5%,.,0.6%,3.0,62,i,11,12%
CC(C)N(C(=O)C1CC(=O)OC12CCCCC2)C(C)C (stereo unspecified),16%,14%,0%,0.3%,0.3%,-9.9%,-1.6,70,i,52,-16%
COc1cc(OC)cc(-c2nc(-c3ccc(Br)cc3)no2)c1,-16%,13%,-5%,0.2%,-0.1%,0.1%,-0.3,39,i,15,-4%
CCc1ccc(OCC(=O)N2CCc3ccccc32)cc1,-18%,-5%,-2%,0.6%,-1.4%,1.7%,1.5,54,i,18,-6%
Cc1cccc(-c2nc3c(c(SCC(N)=O)n2)CCCC3)c1,-21%,0%,8%,-0.4%,0.9%,-0.2%,3.4,48,i,8,0%
CCc1nc(SCC(=O)O)c(C#N)c2c1CCCC2,2%,8%,-1%,-0.2%,0.4%,-0.4%,0.9,33,i,37,10%
CC(C)(Oc1ccc(Cl)cc1)C(=O)OCC(=O)Nc1ncc(Cl)cc1Cl,22%,-12%,-11%,0.5%,0.3%,-2.1%,-2.5,106,i,28,0%
N#CCC(=O)NC(=O)NCC1CC1,1%,-5%,4%,0.2%,1.2%,1.1%,4.9,97,.,.,6%
C[C@H](NC(=O)c1cc2cc(Cl)ccc2n1C)C(=O)N[C@@H](C(=O)O)c1ccccc1,-24%,1%,0%,-0.1%,0.3%,-0.1%,0.1,96,i,46,14%
CCc1ccc(Nc2cc(C(=O)NCCCN3CCOCC3)c3ccccc3n2)cc1,21%,12%,7%,0.3%,.,-3.7%,-1.8,86,i,54,7%
CN1C(=O)[C@H]2[C@@H](/C=C/c3ccccc3)N3C(=O)CN(Cc4ccccn4)C(=O)[C@@]3(C)[C@H]2C1=O,-35%[20 µM],2%,-3%,0.2%,-0.3%,-2.2%,0.3,74,i,36,6%
O=C(Cn1c(=O)oc2ccccc21)NCCc1ccccc1Cl,-21%,-6%,2%,0.5%,-0.3%,1.7%,1.9,54,i,37,5%
O=C(NCCCc1ccncc1)C1CCC(=O)N(Cc2ccc(Cl)cc2)C1 (stereo unspecified),-7%,-5%,-5%,-0.1%,-0.3%,-0.9%,1.4,49,i,6,-14%
CCOC(=O)C1CCN(S(=O)(=O)c2ccc(-n3cnnn3)c(C)c2)CC1,-32%,-3%,1%,-0.3%,-0.2%,-6.4%,-0.6,50,i,13,6%
O=C(Cn1nnc(-c2cc(C(F)(F)F)cc(C(F)(F)F)c2)n1)NNC(=S)Nc1ccc(Cl)cc1,-11%,-17%,-4%,-0.1%,-0.2%,3.1%,0.1,45,i,30,-12%
Cc1ccc(C)c(NC(=O)CSc2nnc([C@@H]3CCCN3C(=O)OC(C)(C)C)o2)c1,22%,10%,3%,-0.2%,0.2%,0.1%,-0.4,50,i,20,5%
O=C(Nc1cccc(F)c1)C1CCN(C(=O)c2ccc(Br)cc2)CC1,-24%,12%,-3%,0.0%,-0.4%,-2.9%,0.7,53,i,62,-8%
CC(C)(C)NC(=O)C1CCN(S(=O)(=O)c2cccc3nsnc23)CC1,23%,6%,1%,-0.2%,0.0%,5.6%,1.4,50,i,43,6%
C/C(=N\NC(=O)c1cccc(S(=O)(=O)N2CCOCC2)c1)c1ccco1,2%,-4%,-3%,-1.9%,0.0%,4.4%,-1.6,74,i,26,2%
O=C(c1ccc(S(=O)(=O)N2CCOCC2)cc1)N(c1ccccn1)C1CCCCC1,2%,3%,-15%,-0.1%,0.4%,1.7%,-1.3,85,i,18,7%
COc1cc(Nc2c3ccccc3nc3ccccc23)cc(OC)c1OC,34%,-7%,8%,0.0%,-2.1%,7.7%,12,73,i,24,-3%

# Compound activity: PubChem BioAssay, several laboratories
